High-throughput results: PubChem, several laboratories
MrgX1 antag: antagonists of human MrgX1 receptor, primary screen, HEK293 cells, Fluo-4 calcium flux. Mas-related G-protein coupled receptor member X1 (Homo sapiens), Q96LB2. BAM8-22 antagonism; active compounds read low. B-score at 10 µM. actives 1.3% (n = 310,000);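 active = calcium-response B-score plate-corrected more than 3 library SD below zero, starting fluorescence within 5 deviations, no agonist response on first addition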;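 also: peak minus trough fluorescence over baseline after final BAM8-22 challenge near maximal dose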
TRPC4 agonist: activators of mouse TRPC4 channel, primary screen, Fluo4 calcium, HEK293 TRPC4beta/mu-opioid cells. AID 2237, 2010. B-score at 10 µM. Fluo4 calcium fluorescence; active compounds read high. Short transient receptor potential channel 4 (Mus musculus), Q9QUQ5. actives 0.49% (n = 310,000);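 active = B-score above 5 SD of library B-scores, and initial fluorescence ratio not above library mean plus 5 SD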;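 also: positive B-score marks a calcium rise read as TRPC4 activation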
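Incubation: 45 min room-temperature Fluo4 loading, 110 s read / System: HEK293 cells stably co-expressing mouse TRPC4beta and mu-opioid receptor / Signal: Fluo4 fluorescence, kinetic / Control set: buffer (low) and maximal DAMGO (high) / Measure: integrated baseline-normalised fluorescence ratio, converted to per-well B score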
MrgX1 agonist: agonists of human MrgX1 receptor, primary screen, HEK293 cells, Fluo-4 calcium flux; B-score at 10 µM; AID 588627, 2011; Fluo-4 calcium fluorescence, agonist mode; active compounds read high; actives 0.44% (n = 310,000);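 active = calcium response B-score plate-corrected fluorescence ratio at least 3 library SD, with starting fluorescence B-score inside 5 SD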
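Material – MrgX1-expressing HEK293 cells · Input – 15,000 cells seeded per well · Dosing – compound as first of three additions · Times – overnight seeding, then 1 h dark dye loading · Measured by – kinetic Fluo-4 NW fluorescence of intracellular calcium · Read-out – B-scored fluorescence response ratio · Benchmarks – positive and negative control wells on each plate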
TMEM16A act: TMEM16A chloride channel activators or potentiators, primary screen, cell-based, HTS | B-score at 10 µM | actives 0.3% (n = 340,000) | HEK293 TMEM16A/YFP-H148Q/I152L, iodide quench fluorescence; active compounds read low | Anoctamin-1 (Mus musculus), Q8BHY3;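 active = fluorescence-ratio B-score plate-corrected deviation score at least 3 library SD below zero, with starting fluorescence score within 5 deviations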;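 also: channel opened by trigger with iodide after compound preincubation; score built on the fluorescence ratio of max minus min over baseline; more negative score means more quench and so TMEM16A activation or potentiation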
MrgX1 allo act: positive allosteric modulators of MrgX1, primary screen, HEK293 cells, Fluo-4 calcium flux. actives 0.63% (n = 310,000). FDSS; active compounds read high. B-score at 10 µM. Mas-related G-protein coupled receptor member X1 (Homo sapiens), Q96LB2;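 active = plate-corrected calcium response at least 3 library SD above typical, normal starting fluorescence, not activating the receptor alone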;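 also: compound read alongside a low EC10 to EC30 dose of BAM8-22 agonist; peak minus trough fluorescence over baseline measured at the second addition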
TRPC4 block: inhibitors of mouse TRPC4 channel, primary screen, Fluo4 calcium, HEK293 TRPC4beta/mu-opioid cells; AID 2247, 2010; actives 0.39% (n = 300,000); DAMGO-evoked Fluo4 calcium flux; active compounds read low; B-score at 10 µM;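 active = B-score over 3 SD under the library average, no early fluorescence shift, positive overall ratio signal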
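Material: HEK293 cells with stable TRPC4beta plus mu-opioid receptor expression / Probe or stimulus: DAMGO in two steps, submaximal then maximal / Compound: single concentration per test compound / Technique: kinetic Fluo4 fluorescence imaging of calcium influx / Read-out: per-well B score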
ANO1 block: TMEM16A chloride channel inhibitors, primary screen, cell-based, HTS; Anoctamin-1 (Mus musculus), Q8BHY3; normalized B-score (activity score, 25-100; higher = stronger inhibition) at 10 µM; AID 588511, 2011; HEK293 TMEM16A/YFP iodide influx fluorescence, ionomycin; actives 1.2% (n = 310,000);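 active = ratio plate-corrected score three or more library SD toward inhibition, starting fluorescence score within five deviations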;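 also: score derived from kinetic fluorescence span divided by baseline fluorescence per well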
TRPC6 act: mouse TRPC6 channel activators, primary screen, cell-based, HEK293, membrane potential dye; HEK293-TRPC6 membrane potential dye fluorescence; active compounds read high; Short transient receptor potential channel 6 (Mus musculus), Q61143; AID 2550, 2010; B-score at 10 µM; actives 0.13% (n = 310,000);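 active = B-score of the integrated fluorescence ratio above library mean plus 3 SD, and starting fluorescence ratio within library mean plus 5 SD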;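 also: higher score means more depolarization so channel activation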
Target sequence (Q61143 whole entry, looked up): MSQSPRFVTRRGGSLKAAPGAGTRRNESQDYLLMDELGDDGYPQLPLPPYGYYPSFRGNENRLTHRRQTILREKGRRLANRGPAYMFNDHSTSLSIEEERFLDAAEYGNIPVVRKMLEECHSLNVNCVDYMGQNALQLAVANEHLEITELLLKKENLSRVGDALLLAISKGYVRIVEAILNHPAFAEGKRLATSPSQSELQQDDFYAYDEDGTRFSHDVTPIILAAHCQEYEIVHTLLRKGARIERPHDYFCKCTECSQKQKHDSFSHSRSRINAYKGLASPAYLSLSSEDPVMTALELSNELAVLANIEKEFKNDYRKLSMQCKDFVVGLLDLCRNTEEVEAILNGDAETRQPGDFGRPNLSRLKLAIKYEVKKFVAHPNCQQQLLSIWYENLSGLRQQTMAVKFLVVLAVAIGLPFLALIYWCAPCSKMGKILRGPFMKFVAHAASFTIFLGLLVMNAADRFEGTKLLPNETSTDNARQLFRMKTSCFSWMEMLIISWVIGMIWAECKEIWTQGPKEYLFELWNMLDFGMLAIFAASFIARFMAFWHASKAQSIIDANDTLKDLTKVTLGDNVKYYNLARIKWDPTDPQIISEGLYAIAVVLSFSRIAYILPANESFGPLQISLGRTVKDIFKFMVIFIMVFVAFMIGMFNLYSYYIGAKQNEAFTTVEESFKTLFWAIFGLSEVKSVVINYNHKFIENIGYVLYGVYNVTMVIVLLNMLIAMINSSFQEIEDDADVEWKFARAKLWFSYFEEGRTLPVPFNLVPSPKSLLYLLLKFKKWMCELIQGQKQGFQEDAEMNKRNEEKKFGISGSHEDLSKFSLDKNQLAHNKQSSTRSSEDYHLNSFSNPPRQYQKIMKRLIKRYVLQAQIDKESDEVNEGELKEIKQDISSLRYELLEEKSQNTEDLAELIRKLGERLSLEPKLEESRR
TRPC6 inhibitor: mouse TRPC6 channel inhibitors, primary screen, cell-based, HEK293, membrane potential dye. B-score at 10 µM. ACh-evoked depolarization; active compounds read low. Short transient receptor potential channel 6 (Mus musculus), Q61143. actives 1.1% (n = 310,000);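 active = B-score under library mean minus 3 SD, initial fluorescence not abnormally high, positive integrated signal ratio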;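 also: B-score derived from integrated fluorescence ratio over the kinetic read; more negative B-score means stronger inhibition of depolarization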
TRPC4 PAM: positive allosteric modulators of TRPC4, primary screen, cell-based, mouse TRPC4beta, HEK293 mu-opioid, Fluo-4 calcium | actives 0.42% (n = 310,000) | Short transient receptor potential channel 4 (Mus musculus), Q9QUQ5 | DAMGO EC20, Fluo-4 Ca2+ flux; active compounds read high | B-score at 10 µM;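 active = B-score of calcium response area above 5 SD of library B-scores, with initial fluorescence ratio within 5 SD of library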;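 also: B-score of integrated fluorescence ratio over time as area under calcium response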
SKKanGAS inh: S. pyogenes SKKanGAS growth inhibitors in kanamycin, primary screen, streptokinase expression inhibitor project, SKKanGAS strain, BacTiter-Glo luminescence. actives 1.3% (n = 300,000). inhibition, % at 7.5 µM. 6 h;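 active = mean replicate score, as percent of positive control median, at least 50; inconclusive = mean below 50 but one replicate at or above 50; inactive = mean and every replicate below 50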;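 also: strain carries kanamycin resistance gene driven by streptokinase promoter and grows in 40 µg/ml kanamycin; loss of luminescence reflects streptokinase promoter inhibition or plain growth inhibition; 0% = median of DMSO wells and 100% = positive control at its reference dose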
* marks the source's active call; other numbers are inactive results; i = inactive; ? = inconclusive; nt = no result given. The order is random; about 6.7% have a hit in one of these screens.

Every second line gives: MrgX1 antag, TRPC4 agonist, MrgX1 agonist, TMEM16A act, MrgX1 allo act, TRPC4 block, ANO1 block, TRPC6 act, TRPC6 inhibitor, TRPC4 PAM, SKKanGAS inh
1) COc1ccc(C(=O)Oc2ccc3c(c2)OCO3)cc1OC
→ i, i, i, i, i, i, i, i, i, i, -3
2) CC(C)(C)N1C(=O)c2ccc(C(=O)Nc3cc(C(=O)O)cc(C(=O)O)c3)cc2C1=O
→ i, i, i, i, i, i, i, i, i, i, -2
3) COc1ccc(CCNC(=O)C2CCN(C(=O)c3ccc(OC)c(OC)c3)CC2)cc1
→ i, i, i, i, i, i, i, i, i, i, 6
4) O=C(CCn1c(=S)[nH]c2ccccc2c1=O)NCCCN1CCOCC1
→ i, i, i, i, i, i, i, i, i, i, 1
5) Cc1c(Cc2ccccc2)c(=O)oc2cc(OCc3ccc(C(=O)O)cc3)ccc12
→ i, i, i, i, i, i, i, i, i, i, 54*
6) O=C(N1CCOCC1)C(F)(F)C(F)(F)C(F)(F)C(F)(F)C(=O)N1CCOCC1
→ i, i, i, i, i, i, i, i, i, i, nt
7) O=C(N/N=C/C(Br)=C/c1ccccc1)C1CC1
→ i, i, i, i, i, i, i, i, i, i, -1
8) Cn1c(=O)c2c(-c3ccc(C(C)(C)C)cc3)n(CC3CCCO3)cc2n(C)c1=O (configuration not stated)
→ i, i, i, i, i, i, i, i, i, i, -3
9) COc1ccc(N(C(=O)c2cccc(OC)c2OC)C2C=CS(=O)(=O)C2)cc1 (configuration not stated)
→ i, i, i, i, i, i, i, i, i, i, 3
10) CCN(C(=O)CN1C(=O)COc2ccc(S(=O)(=O)N3CCOCC3)cc21)c1ccc(OC)cc1
→ i, i, i, i, i, i, i, i, i, i, -3
11) O=C(NC1CCCc2c1cnn2-c1cc(F)cc(F)c1)c1ccc[n+]([O-])c1 (configuration not stated)
→ i, i, i, i, i, i, i, i, i, i, -5
12) CC(C)(C)c1ccc(C(CC(=O)O)NC(=O)C23CC4CC(CC(C4)C2)C3)cc1 (configuration not stated)
→ i, i, i, i, i, i, i, i, i, i, -1
13) COc1ccc(S(=O)(=O)Nc2ccccc2C(=O)N2CCCCC2)cc1C
→ i, i, i, i, i, i, i, i, i, i, 0
14) Cc1cc(C)nc(-n2ncc3c2CCCC3=O)n1
→ i, i, i, i, i, i, i, i, i, i, 0
15) CCOc1cc(CNc2ccc3c(c2)CCC3)ccc1OC
→ i, i, i, nt, i, i, i, i, i, i, ?
16) C/C(=N\NS(=O)(=O)c1ccccc1)c1cc(Cl)cc(Cl)c1O
→ i, i, i, i, i, i, 100*, i, i, i, 2
17) O=C(NCCc1nnc2ccc(NCCCN3CCOCC3)nn12)c1ccccc1F
→ i, i, i, i, i, i, i, i, i, i, 5
18) O=C(CCN1C(=O)C2CCCCC2C1=O)Nc1nc(-c2ccccc2)cs1 (configuration not stated)
→ i, i, i, i, i, i, i, i, i, i, -6
19) CCCCc1ccc(-c2nc(N)n[nH]2)cc1
→ i, i, i, i, i, i, i, i, i, i, 5
20) COc1ccccc1CNC(=O)c1cnccn1
→ i, i, i, i, i, i, i, i, i, i, 0
21) O=[N+]([O-])C1=CC=C2C(=NC3(CCCCC3)N2O)C1=NC1CCCCC1
→ i, i, i, i, i, i, i, i, i, i, -1
22) O=C(/C=C/c1ccc(F)cc1)NC(=S)NNC(=O)[C@H]1C[C@@H]1c1ccccc1
→ i, i, 43*, i, i, i, i, i, i, i, 85*
23) CC(C)(C)NC(=O)C(c1ccncc1)N(C(=O)c1csnn1)c1ccccc1 (configuration not stated)
→ i, i, i, i, i, i, i, i, i, i, -3
24) CCN(CC)c1ccc(CNc2nc3ccccc3n2C(C)C)cc1
→ i, i, i, i, i, i, i, i, i, i, 0
25) O=C(CSc1n[nH]c(=O)[nH]c1=O)c1ccc([N+](=O)[O-])cc1
→ i, i, i, i, i, i, i, i, i, i, -4
26) CCc1ccc(/C(C)=N\Nc2ccc([N+](=O)[O-])cc2)cc1
→ i, i, i, i, i, i, i, i, i, i, -8
27) CC(=O)c1ccc(OC(=O)N(c2ccccc2)c2ccccc2)cc1
→ i, i, i, i, i, i, i, i, i, i, 0
28) O=C(COC(=O)C1CC1)Nc1ncc(C(F)(F)F)cc1Cl
→ i, i, i, i, i, i, i, i, i, i, 5
29) COCCSc1nnc(NC(=O)Cc2cccs2)s1
→ i, i, i, i, i, i, i, i, i, i, 3
30) Cc1ccc(Cn2c(=O)c3ccccc3n3nc(C)cc23)cc1
→ i, i, i, i, i, i, i, i, i, i, 0

(further entries)
Every second line gives: MrgX1 antag, TRPC4 agonist, MrgX1 agonist, TMEM16A act, MrgX1 allo act, TRPC4 block, ANO1 block, TRPC6 act, TRPC6 inhibitor, TRPC4 PAM, SKKanGAS inh
31) O=C(c1ccc(N2CCCS2(=O)=O)cc1)N1CCN(c2ccccc2)CC1
→ i, i, i, i, i, i, i, i, i, i, -2
32) COc1ccc(C2C(=O)c3ccccc3C2=O)cc1OC
→ i, i, i, i, i, i, i, i, i, i, nt
33) CC(=O)NC(CC(=O)OCC(=O)c1c(N)n(CC(C)C)c(=O)n(C)c1=O)c1ccccc1 (configuration not stated)
→ i, i, i, i, i, i, i, i, i, i, -7
34) COc1ncnc(OC)c1S(=O)(=O)NCc1ccccc1
→ i, i, i, i, i, i, i, i, i, i, 3
35) CCN1C(=O)[C@@H]2[C@@H](c3ccc(SC4CCCCC4)cc3)N3CCCC[C@@]3(C(=O)OC)[C@@H]2C1=O
→ i, i, i, i, i, i, i, i, i, i, 14
36) CCC(CC)C(=O)OCC(=O)NC12CC3CC(CC(C3)C1)C2
→ i, i, i, i, i, i, i, i, i, i, -1
37) CC(C)Cn1c(=O)c(-[n+]2ccccc2)c([O-])c2ccccc21
→ i, i, i, i, i, i, i, i, i, i, -6
38) Nn1c(SCC(=O)Nc2c(Cl)cccc2Cl)nncc1=O
→ i, i, i, i, i, i, i, i, i, i, -9
39) O=C(CSc1ccc(Br)cc1)N1CCN(C(=O)c2ccco2)CC1
→ i, i, i, i, i, i, i, i, i, i, 13
40) CC(C)Sc1nc2c(c(=O)n1-c1ccc(F)cc1)SCC2
→ i, i, i, i, i, i, i, i, i, i, 13
41) O=C(NCc1ccccc1)c1ccc(NC(=O)c2ccccc2F)cc1
→ i, i, i, i, i, i, i, i, i, i, -3
42) O=C(O)CCCCCNc1ccc2nsnc2c1[N+](=O)[O-]
→ i, i, i, i, i, i, i, i, i, i, 8
43) O=C(Nc1ccc2c(c1)OCO2)c1ccccc1SCC(=O)N1CCCC1
→ i, i, i, i, i, i, i, i, i, i, -14
44) CC1CC(C)CN(C(=O)CCNC(=O)Cn2ccc3ccccc3c2=O)C1 (configuration not stated)
→ i, i, i, i, i, i, i, i, i, i, 3
45) CC1(C)C2CCC1(CS(=O)(=O)Nc1ccccc1)C(=O)C2 (configuration not stated)
→ i, i, i, i, i, i, i, i, i, i, 0
46) O=C(NC(=S)N1CCN(c2ccc([N+](=O)[O-])cc2Cl)CC1)c1ccco1
→ i, i, i, i, i, i, i, i, i, 12*, -8
47) COc1ccc(Cc2n[nH]c(=S)n2C)cc1Br
→ i, i, i, i, i, i, i, i, i, i, 5
48) COc1cccc(CNC(=O)C2CCN(S(=O)(=O)c3cccc4cccnc34)CC2)c1
→ -4.7*, i, i, i, i, i, i, i, i, i, -2
49) COc1ccc(CCNC(=O)COc2ccccc2[N+](=O)[O-])cc1OC
→ i, i, i, i, i, i, i, i, i, i, -6
50) O=C1c2oc3ccc(Cl)cc3c(=O)c2C(c2cccc(Br)c2)N1CCO (configuration not stated)
→ i, i, i, i, i, i, i, i, i, i, 3
51) Cc1c(Cl)c([N+](=O)[O-])nn1CCCC(=O)N(Cc1ccccc1)Cc1ccccc1
→ i, i, i, i, i, i, i, i, i, i, 4
52) COc1cc(OC)cc(C(=O)NNC(=O)CN2C(=O)NC(C)(c3ccccc3)C2=O)c1 (configuration not stated)
→ i, i, i, i, i, i, i, i, i, i, -7
53) COc1ccc(/C=C/C(=O)NCC(=O)N/N=C(/C)c2ccco2)cc1
→ i, i, i, i, i, i, i, i, i, i, 1
54) Cn1c(SCC(=O)N=Nc2c(O)[nH]c3ccccc23)nc2ccccc21
→ i, i, i, nt, i, i, i, i, i, i, -4
55) CN(c1ccccc1)P(=O)(N(C)c1ccccc1)N(C)c1ccccc1
→ i, i, i, i, i, i, i, i, -9.5*, i, 3
56) COCCCNC(=O)COc1ccc(Br)cc1Cl
→ i, i, i, i, i, i, i, i, i, i, -5
57) CC(C)CN(C(=O)c1ccc(-n2cncn2)c([N+](=O)[O-])c1)C1CCS(=O)(=O)C1 (configuration not stated)
→ i, i, i, i, i, i, i, i, i, i, -4
58) COC(=O)n1c(=O)oc2cc(S(=O)(=O)N3CCOCC3)ccc21
→ i, i, i, i, i, i, i, i, i, i, 10
59) O=C(Nc1cc(SCC(O)CO)cc([N+](=O)[O-])c1)c1ccc(-n2cnnn2)cc1 (configuration not stated)
→ i, i, i, i, i, i, i, i, i, i, -7
60) O=C(CNS(=O)(=O)c1ccccc1)NCC(=O)OCc1ccccc1F
→ i, i, i, i, i, i, i, i, i, i, -1
61) CC(=O)c1ccc(OCC(O)CN2CCc3ccccc3C2)cc1 (configuration not stated)
→ i, i, i, i, i, i, i, i, i, i, -1
62) O=C(NNC(=O)C1CCCN(c2ncccn2)C1)c1ccc(F)cc1 (configuration not stated)
→ i, i, i, i, i, i, i, i, i, i, -5
